# Compound activity: PubChem, National Center for Advancing Translational Sciences (NCATS)
# POLB inh: qHTS Assay for Inhibitors of DNA Polymerase Beta. Pol beta primer extension/strand displacement, fluorescence kinetic. 340,000 compounds, 1.3% hits. P06746. AID 485314, 2010. Potency, µM (titrated, usually from 114 µM), for inactives: top-dose activity change, negative = inhibition, most hits filed as inhibitors; also: % is scaled to controls: 0 for no effect and ±100 for the full control effect
#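 10 nM enzyme + cpd, 15 min RT; start with substrate 50 nM final; read 0 min and after 10 min RT. Corrected, normalized data; 4-parameter Hill curve fit.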
# BAZ2B block: qHTS Assay for Inhibitors of BAZ2B; Bromodomain adjacent to zinc finger domain protein 2B (Homo sapiens), Q9UIF8; AlphaScreen BAZ2B-H3K14Ac peptide displacement; Potency, µM (series often up to 114 µM), inactives show at the top dose activity change, negative = inhibition, usual class: inhibitors; 360,000 compounds, 4.4% hits; also: % is scaled to controls: 0 for no effect and ±100 for the full control effect; nearly all actives have a fitted effect of over 60% in size
#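 BAZ2B 50 nM plus b-H3(5-23)K14Ac 50 nM, PBS pH 7.4/0.01% Tween-20, 30 min RT; compound added (max 110 uM), 30 min RT; streptavidin donor/Ni-chelate acceptor beads 10 ug/mL final, 20 min dark; AlphaScreen read.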
# BLM helicase inh: qHTS Assay for Inhibitors of Bloom's syndrome helicase (BLM); RecQ-like DNA helicase BLM (Homo sapiens), P54132; recombinant BLM DNA unwinding, fluorescence dequenching; Potency, µM (series often up to 56.1 µM), for the others: at the top dose activity change, negative = inhibition, usual class: inhibitors; 350,000 compounds, 0.2% hits; AID 2528, 2010;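 also: plate controls were vehicle for no effect and no enzyme for full effect; nearly all actives have a fitted effect of over 35% in size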
# G9a block: qHTS Assay for Inhibitors of Histone Lysine Methyltransferase G9a; G9a H3K9 monomethylation, AlphaScreen, 2 h; Potency, µM (series often up to 102 µM), inactives show top-dose activity, negative = inhibition, actives largely listed as inhibitors; 350,000 compounds, 8.8% hits; AID 504332, 2011; also: % is scaled to controls: 0 for no effect and ±100 for the full control effect; nearly all actives have a fitted effect of over 75% in size
#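 Step 1: enzyme (final 20 nM) with compound, 15 min RT. Step 2: substrate peptide 500 nM and SAM 20 uM, 2 h RT. Step 3: anti-H3K9me1 antibody and AlphaScreen beads, 10 min, then plate read.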
# Pol iota inh: qHTS for Inhibitors of Polymerase Iota; Pol iota fluorescent replication assay, 10 min; Potency, µM (top dose mostly 115 µM), for inactives: at the highest dose activity, negative = inhibition, hits mostly inhibitors; 390,000 compounds, 1% hits; AID 588590, 2011
#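 Fluorescent replication assay read twice, at 0 min and 10 min after adding 50 nM (final) substrate. Enzyme (10 nM) and compounds were first incubated 15 min at room temperature; enzyme-free buffer wells were negative controls.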
# APEX1 inh: qHTS Assay for Inhibitors of the Human Apurinic/apyrimidinic Endonuclease 1 (APE1); recombinant APE1, TAMRA/BHQ-2 abasic DNA cleavage fluorescence; Potency, µM (doses to about 65.8 µM), for the others: top-dose activity change, negative = inhibition, most hits filed as inhibitors; 350,000 compounds, 0.35% hits;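 also: plate controls were vehicle for no effect and reference inhibitor for full effect; nearly all actives have a fitted effect of over 55% in size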
#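 Readout is kinetic fluorescence (ex 525, em 598 nm) from cleavage of 50 nM TAMRA/BHQ-2 THF abasic duplex by 0.75 nM APE1, compound added 15 min beforehand at RT.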
# Pol eta inh: qHTS for Inhibitors of Polymerase Eta; 390,000 compounds, 1.2% hits; Potency, µM (doses to about 114 µM), for the others: at the highest dose activity change, negative = inhibition, hits mostly inhibitors; DNA polymerase eta (Homo sapiens), Q9Y253; recombinant Pol eta, fluorescent DNA replication assay; also: % is scaled to controls: 0 for no effect and ±100 for the full control effect
#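 Pol eta (10 nM) was preincubated with compounds for 15 min at room temperature, after which fluorescent replication substrate (50 nM final) was added to start the reaction. Fluorescence was read kinetically at 0 and 10 min.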
# Apoferritin bind: qHTS Assay for Identification of Novel General Anesthetics | Ferritin light chain (Equus caballus), P02791 | apoferritin/1-aminoanthracene competitive binding, fluorescence | Potency, µM (titrated, usually from 77.5 µM), inactives show at the top dose activity change, negative = displacement, usual class: inhibitors | 350,000 compounds, 0.074% hits; also: % is scaled to controls: 0 for no effect and ±100 for the full control effect; nearly all actives have a fitted effect of over 20% in size
# Target sequence (P02791 2-175 limits assumed): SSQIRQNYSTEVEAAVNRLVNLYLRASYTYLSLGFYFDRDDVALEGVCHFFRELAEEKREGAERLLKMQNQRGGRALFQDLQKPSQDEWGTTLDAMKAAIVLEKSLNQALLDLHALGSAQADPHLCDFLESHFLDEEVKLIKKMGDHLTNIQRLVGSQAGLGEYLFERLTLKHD
#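 10 uM apoferritin + 50% sat. 1-AMA, PBS; cpd 10 min RT; Ex380/Em535 endpoint; normalized to free probe vs complex; 4-param Hill fit; propofol titration as pos. ctrl.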
# Pol kappa inh: qHTS for Inhibitors of Polymerase Kappa; Potency, µM (series often up to 107 µM), for inactives: top-dose activity, negative = inhibition, actives largely listed as inhibitors; 400,000 compounds, 0.53% hits; DNA polymerase kappa (Homo sapiens), Q9UBT6; purified Pol kappa, fluorescent DNA synthesis assay, 10 min; AID 588579, 2011; also: % is scaled to controls: 0 for no effect and ±100 for the full control effect
# Target sequence (Q9UBT6 whole entry, looked up): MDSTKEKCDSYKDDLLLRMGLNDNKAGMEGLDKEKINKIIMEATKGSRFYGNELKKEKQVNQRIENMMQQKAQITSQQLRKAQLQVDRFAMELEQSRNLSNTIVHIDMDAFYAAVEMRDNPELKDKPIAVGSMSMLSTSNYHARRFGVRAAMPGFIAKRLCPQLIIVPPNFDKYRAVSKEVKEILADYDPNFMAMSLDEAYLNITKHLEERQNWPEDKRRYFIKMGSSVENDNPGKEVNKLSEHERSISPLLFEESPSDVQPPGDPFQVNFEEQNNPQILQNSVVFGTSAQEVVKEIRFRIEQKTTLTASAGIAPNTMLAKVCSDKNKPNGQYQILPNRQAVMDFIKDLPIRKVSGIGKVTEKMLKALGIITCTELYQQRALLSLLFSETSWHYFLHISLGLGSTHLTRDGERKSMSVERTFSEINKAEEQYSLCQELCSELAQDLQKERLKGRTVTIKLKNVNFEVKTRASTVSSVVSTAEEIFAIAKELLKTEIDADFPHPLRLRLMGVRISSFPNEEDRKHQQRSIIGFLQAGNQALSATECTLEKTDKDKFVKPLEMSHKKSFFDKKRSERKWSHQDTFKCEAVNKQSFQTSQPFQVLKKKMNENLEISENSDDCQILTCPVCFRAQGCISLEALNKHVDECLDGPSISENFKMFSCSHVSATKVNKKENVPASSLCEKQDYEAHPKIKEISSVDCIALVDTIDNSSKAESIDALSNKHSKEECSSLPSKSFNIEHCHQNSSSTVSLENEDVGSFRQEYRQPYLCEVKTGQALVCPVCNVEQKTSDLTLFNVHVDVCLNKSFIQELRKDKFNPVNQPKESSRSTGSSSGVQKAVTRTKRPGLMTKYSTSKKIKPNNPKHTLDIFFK
#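 Readout: fluorescence, taken kinetically at 0 and 10 min. Conditions: 10 nM Pol kappa, 15 min RT compound preincubation, 50 nM substrate final. Controls: enzyme-free buffer wells.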
# * = called active by the depositor; ? = inconclusive; nt = no result given; [ ] = dose if it differs, or a comment. Calls follow the shape of the dose curve; as a rule, active = well fitted curve in the direction sought with a large enough effect; inconclusive = small, poorly fitted or top-dose-only effect, or another doubt; inactive = no such curve, though single readings can be large; an effect the other way counts as inactive or inconclusive. Potency is read from the fitted curve at half-maximal effect. These rows are one share of the data; the hit share may differ from the screen's.
no.	Molecule	Pol eta inh	POLB inh	Pol kappa inh	Apoferritin bind	Pol iota inh	G9a block	APEX1 inh	BAZ2B block	BLM helicase inh
1	COC(=O)CNC(c1ccccc1)c1cc(C)ccc1NS(=O)(=O)c1ccc(C)cc1 (stereo unspecified)	-7%	0%	-8%	20%	61%[activator]	-5%[59 µM]	9%	-18%	-12%
2	CCOC(=O)c1ccc(NC(=S)N2CCC(C(N)=O)(N3CCCCC3)CC2)cc1	-7%	-13%	-9%	-9%	14%	?	-2%	-19%	-7%
3	Cc1noc(C)c1-c1nc(CS(=O)(=O)c2ccc(F)cc2)no1	-12%	23%	1%	-3%	-29%	-3%	4%	-10%	-2%
4	CC(C)(C)C(=O)/C(C#N)=C/c1cccs1	3%	-19%	-8%	?	127%[activator]	2%	-7%	-27%	0%
5	c1ccc(-n2nnnc2-n2nnc3ccccc32)cc1	-8%	-13%	-14%	6%	8%	-3%[12.7 µM]	-2%	2%	-1%
6	Cc1ccc(Cl)cc1N1CCN(S(=O)(=O)c2ccc3c(c2)CCCN3C(=O)C2CCC2)CC1	-14%	0%	-4%[60.1 µM]	-16%	1%	-1%[59 µM]	nt	5%	-6%
7	Cc1ccc(S(=O)(=O)c2nc(Nc3ccccc3)sc2Cl)cc1	?	4%	0%[60.1 µM]	?	25%	?	-5%	-4%	-10%
8	O=C(CN(C(=O)c1csnn1)c1cccc(F)c1)NC1CCCC1	-13%	15%	-16%	-11%	-16%	4%[59 µM]	-10%[12.4 µM]	1%	4%
9	CC(C)Cn1cc(C(=O)NCc2cccs2)c2c3ccccc3n(C)c2c1=O	-9%	7%	-6%	-4%	10%	-3%	-6%	-1%	-1%
10	Cc1ccc2c(c1)NC(=O)C(CC(=O)NCc1ccc(F)cc1)O2 (stereo unspecified)	-2%	-1%	-21%	-13%	-7%	50µM*	-1%	-25%	-2%
11	Cc1cc2c(=O)oc(-c3ccc(F)cc3)nc2s1	-4%	-3%	0%	-10%	146%[activator]	-1%	?	-12%	-8%
12	COc1ccc2c(c1)Cc1sc(NC(=O)c3cccc(F)c3)nc1-2	-14%	3%	-29%	1%	?	0%[59 µM]	nt	-3%	-12%
13	CSc1nc(S(=O)(=O)c2ccc(C)cc2)c(Cl)s1	-24%	-14%	-3%	-16%	58%[activator]	15%	-6%	7%	-7%
14	Cc1cc(N2CCOCC2)nc2ccc(NC(=O)CCC(=O)N3CCN(c4cccc(C(F)(F)F)c4)CC3)cc12	-5%	-10%	-5%	375%[activator]	13%	34%	4%	10%	-7%
15	Cc1noc(C)c1CSCC(=O)OCC(=O)N1CC(=O)Nc2ccccc21	-11%	13%	-4%	-10%	21%	13%[2.33 µM]	-2%	10%	2%
16	CC(=O)Nc1ccc(-c2csc(N/N=C\c3ccncc3)n2)cc1	-10%	-3%	-11%	-14%	149%[activator]	8.9µM*	-5%	-13%	-3%
17	O=c1oc2ccc3ccccc3c2cc1-c1nnc(Nc2cc(C(F)(F)F)ccc2Cl)s1	-16%	1%	-9%[60.1 µM]	-5%	12%	-3%[59 µM]	nt	3%	-3%
18	O=C(OC1CCOC1=O)c1ccc(Cl)c(S(=O)(=O)N2CCOCC2)c1 (stereo unspecified)	40µM*	nt	?	nt	71µM*	-1%[12.7 µM]	?	?	nt
19	COc1ccc(S(=O)(=O)N2CCc3ccccc32)cc1C(=O)OCc1c(C)noc1C	-15%	5%	5%	-4%	-4%	-4%[59 µM]	8%	11%	-9%
20	CC(C)CCN(C(=O)c1ccccn1)c1c(N)n(Cc2ccccc2)c(=O)[nH]c1=O	-15%	nt	-3%	nt	12%	nt	26%	nt	nt
21	COc1ccc(/C=N/NC(=O)c2ccc(C)cc2)cc1CN1CCN(c2ccc(F)cc2)CC1	-8%	43%	-6%	-9%	9%	-10%[2.33 µM]	-4%	-38%	-2%
22	Cc1cc(C)cc(OCC(=O)Nc2nonc2-c2ccc(Br)cc2)c1	nt	-2%	-15%	6%	-19%	-10%[59 µM]	nt	-17%	-6%
23	CCCCn1c(=O)n(-c2cc(OC)ccc2OC)c(=O)c2c3c(sc21)CN(C(C)=O)CC3	-13%	26%	8%	-22%	39%[activator]	11%[59 µM]	nt	-2%	-1%
24	COc1ccc(OC)c(C(=O)NC(CC(N)=O)c2ccc(N3CCC(N4CCCC4)CC3)c([N+](=O)[O-])c2)c1 (stereo unspecified)	2%	0%	-9%	-15%	-17%	-44%[12.7 µM]	1%	-29%	1%
25	Cc1cc(N2CCN(S(=O)(=O)Cc3ccccc3)CC2)n2ncnc2n1	-4%	2%	0%	-1%	-5%	?	21%	-2%	6%
26	COC(=O)c1ccc(Sc2ccc(C)cc2)c(N)c1	-16%	2%	-17%	?	14%	-39%[12.7 µM]	-1%	54%[activator]	-8%
27	CCc1nnc(NC(=O)[C@@H](NC(=O)c2ccc(OC)cc2)C(C)C)s1	-16%	0%	9%	-4%	4%	12%	-1%	-2%	2%
28	O=C(c1ccc2c(c1)OCCO2)C1CCN(C(=O)c2ccc(F)c(F)c2)CC1	-14%	8%	-2%	-17%	?	8%	-11%	-2%	0%
29	COc1cc(/C=N/NC(=O)C(=O)NCC2CCCO2)cc(Cl)c1O (stereo unspecified)	-5%	36%	-6%	-8%	-28%	-37%	0%	-15%	1%
30	C/C(=N/NC(=O)CNC(=O)c1ccncc1)c1ccc(Cl)cc1	0%	12%	-6%	5%	82%[activator]	nt	-3%	-5%	-4%

# A few values from the results shown:
# In Pol kappa inh, CCc1nnc(NC(=O)[C@@H](NC(=O)c2ccc(OC)cc2)C(C)C)s1 shows 9%
# In Pol iota inh, COc1ccc(S(=O)(=O)N2CCc3ccccc32)cc1C(=O)OCc1c(C)noc1C shows -4%

# Next section:
no.	Molecule	Pol eta inh	POLB inh	Pol kappa inh	Apoferritin bind	Pol iota inh	G9a block	APEX1 inh	BAZ2B block	BLM helicase inh
31	CC(C)CC1Nc2ncnc(N3CCN(c4ccccc4)CC3)c2N(Cc2ccccc2)C1=O (stereo unspecified)	-12%	nt	-12%	nt	?	?	-2%	?	nt
32	Cc1ccc(S(=O)(=O)N2[C@@H](c3ccc(C(C)C)cc3)C(C(=O)O)=C[C@H]2C(C)(C)C)cc1	-15%	nt	-14%	nt	?	nt	20%	nt	nt
33	COc1ccccc1CNC(=O)CN(C)Cc1ccc(SC)cc1	0%	31%	-12%	2%	15%	13%	-3%	-11%	-3%
34	CCCCCn1c(=S)[nH]c2cc(C(=O)N3CCCC3)ccc2c1=O	-10%	22%	-14%	-11%	135%[activator]	10%	-3%	-22%	-3%
35	NC(=O)CSC1=Nc2ccccc2C2=NC(CC(=O)NCc3cccs3)C(=O)N12 (stereo unspecified)	9%	10%	-8%	-12%	15%	1%	?	-30%	3%
36	CCOC(=O)C1CCN(Cc2nc3ccc(Cl)cc3n2CCO)CC1	-9%	14%	8%	-7%	?	?	15%	45µM*	-2%
37	COc1cccc(NC(=O)Cn2cc(C=O)c3ccccc32)c1	-13%	6%	-8%	-9%	68%[activator]	5%[0.501 µM]	41%	-2%	-7%
38	CCOc1cc(CNCC(C)C)cc(Cl)c1OCc1ccccc1	-13%	-1%	-10%	-15%	-12%	2%	0%	-8%	4%
39	CCOC(=O)c1ccc2[nH]c3c(c2c1)CCCC3NC=O (stereo unspecified)	-9%	25%	-27%	-4%	6%	18%	9%	4%	-7%
40	O=C1[C@@H](Oc2ccccc2)[C@@H](c2ccccc2)N1c1ccccc1	-2%	nt	-4%	nt	4%	nt	11%	nt	nt
41	Cc1ccc(-n2c(SCC(=O)Nc3cccc(S(=O)(=O)NC4=NCCCCC4)c3)nc3ccccc3c2=O)cc1	-9%	11%	-14%	-7%	6%	-2%[59 µM]	-1%	6%	-1%
42	O=C(Nc1nc2c(F)cc(F)cc2s1)c1ccco1	-1%	-1%	-14%	-8%	4%	-12%	4%	4%	-7%

# Filtered by structure: the compounds so far containing a Cl atom.
no.	Molecule	Pol eta inh	POLB inh	Pol kappa inh	Apoferritin bind	Pol iota inh	G9a block	APEX1 inh	BAZ2B block	BLM helicase inh
6	Cc1ccc(Cl)cc1N1CCN(S(=O)(=O)c2ccc3c(c2)CCCN3C(=O)C2CCC2)CC1	-14%	0%	-4%[60.1 µM]	-16%	1%	-1%[59 µM]	nt	5%	-6%
7	Cc1ccc(S(=O)(=O)c2nc(Nc3ccccc3)sc2Cl)cc1	?	4%	0%[60.1 µM]	?	25%	?	-5%	-4%	-10%
13	CSc1nc(S(=O)(=O)c2ccc(C)cc2)c(Cl)s1	-24%	-14%	-3%	-16%	58%[activator]	15%	-6%	7%	-7%
17	O=c1oc2ccc3ccccc3c2cc1-c1nnc(Nc2cc(C(F)(F)F)ccc2Cl)s1	-16%	1%	-9%[60.1 µM]	-5%	12%	-3%[59 µM]	nt	3%	-3%
18	O=C(OC1CCOC1=O)c1ccc(Cl)c(S(=O)(=O)N2CCOCC2)c1 (stereo unspecified)	40µM*	nt	?	nt	71µM*	-1%[12.7 µM]	?	?	nt
29	COc1cc(/C=N/NC(=O)C(=O)NCC2CCCO2)cc(Cl)c1O (stereo unspecified)	-5%	36%	-6%	-8%	-28%	-37%	0%	-15%	1%
30	C/C(=N/NC(=O)CNC(=O)c1ccncc1)c1ccc(Cl)cc1	0%	12%	-6%	5%	82%[activator]	nt	-3%	-5%	-4%
36	CCOC(=O)C1CCN(Cc2nc3ccc(Cl)cc3n2CCO)CC1	-9%	14%	8%	-7%	?	?	15%	45µM*	-2%
38	CCOc1cc(CNCC(C)C)cc(Cl)c1OCc1ccccc1	-13%	-1%	-10%	-15%	-12%	2%	0%	-8%	4%
